Screening data as filed in PubChem.
PPARg SRC-2 ag = agonists of PPARg-SRC-2 recruitment, primary screen, biochemical, HTS; hit rate 0.34% among 200,000; PPARgamma LBD-SRC-2 recruitment; activation, % at 8 µM; AID 1032, 2008; in the data active = activation above about 22%;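 also: 0% = vehicle and 100% = reference agonist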
Target sequence (P37231 whole entry, looked up, the tested form may be a part): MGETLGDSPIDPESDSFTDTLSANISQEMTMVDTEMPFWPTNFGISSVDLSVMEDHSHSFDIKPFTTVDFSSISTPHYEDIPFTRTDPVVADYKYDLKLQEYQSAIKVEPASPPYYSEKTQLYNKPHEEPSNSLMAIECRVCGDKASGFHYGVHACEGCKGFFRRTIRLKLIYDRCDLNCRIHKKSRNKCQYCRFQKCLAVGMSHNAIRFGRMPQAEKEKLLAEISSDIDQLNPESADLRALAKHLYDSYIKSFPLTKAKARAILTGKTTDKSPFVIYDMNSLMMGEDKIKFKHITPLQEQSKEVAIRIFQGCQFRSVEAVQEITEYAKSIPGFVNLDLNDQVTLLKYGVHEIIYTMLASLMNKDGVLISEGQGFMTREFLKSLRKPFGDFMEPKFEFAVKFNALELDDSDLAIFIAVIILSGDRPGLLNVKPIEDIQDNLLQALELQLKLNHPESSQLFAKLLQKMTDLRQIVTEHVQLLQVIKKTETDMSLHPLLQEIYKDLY
STAT1 inh = STAT1 signaling inhibitors, primary screen, cell-based, HTS, luciferase reporter; NIH 3T3 STAT1-luciferase reporter, IFN-gamma, luminescence; inhibition, % at 5.5 µM; hit rate 0.35% among 200,000; AID 920, 2007;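 active = inhibition above a set limit, the mean inhibition across all tested compounds plus 3 SD, cut at about 34% in these data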;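 also: 0% = IFN-gamma with DMSO and 100% = IFN-gamma with 300 µM nifuroxazide; values of inactives mirror those of a sister screen read the other way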
STAT3 blocker = IL-6 driven STAT3 reporter inhibitors, primary screen, U3A cells, luciferase, luminescence, MLSCN library | IL-6 STAT3-luciferase reporter; host cell line lacks STAT1 | inhibition, % at 5.5 µM | hit rate 0.89% among 190,000 | AID 862, 2007;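 active = inhibition above the mean inhibition across all screened compounds plus 3 SD, cut at about 44% in these data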;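 also: 0% = DMSO only wells and 100% = 100 µM nifuroxazide control wells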
TLR4 MyD88 comp = inhibitors of TLR4-MyD88 association in cells, primary screen, cell-based, HeLa CL3-4, BLA complementation, FRET ratio. HeLa CL3-4 TLR4/MyD88 BLA complementation. hit rate 0.18% among 200,000. AID 861, 2007. inhibition, % at 8.4 µM; in the data active = inhibition above about 25%;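 also: 0% = vehicle and 100% = reference inhibitor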
ROMK primary = ROMK potassium channel modulators, primary screen, cell-based, thallium flux, MLSMR library; ATP-sensitive inward rectifier potassium channel 1 (Homo sapiens), P48048; Tet-inducible ROMK, thallium flux fluorescence; actives lie on both sides; B-score at 10 µM; hit rate 2% among 130,000; AID 1918, 2009;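 active = signal ratio slope over the read window, or its plate-corrected B-score, at least 3 SD from the plate mean, either direction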;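 also: B-score of the F/F0 ratio slope over 7 to 12 s after thallium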
Target sequence (P48048 whole entry, looked up): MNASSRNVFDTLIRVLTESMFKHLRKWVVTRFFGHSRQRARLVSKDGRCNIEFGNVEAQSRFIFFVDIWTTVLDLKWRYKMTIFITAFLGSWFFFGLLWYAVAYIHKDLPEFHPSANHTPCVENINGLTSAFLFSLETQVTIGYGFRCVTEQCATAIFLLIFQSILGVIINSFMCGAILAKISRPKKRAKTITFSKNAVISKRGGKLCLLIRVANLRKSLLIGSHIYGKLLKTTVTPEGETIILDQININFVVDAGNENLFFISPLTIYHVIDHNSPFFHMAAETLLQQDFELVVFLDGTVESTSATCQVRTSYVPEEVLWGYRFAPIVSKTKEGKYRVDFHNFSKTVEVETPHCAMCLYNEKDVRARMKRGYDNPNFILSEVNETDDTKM
S1P3 antagonist = S1P3 receptor antagonists, primary screen, cell-based; CHO S1P3 NFAT-BLA reporter, FRET fluorescence, antagonist mode; inhibition, % at 4.98 µM; hit rate 0.27% among 170,000; AID 485, 2006;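 active = inhibition above the plate cutoff, the mean inhibition of test wells on that plate plus 3 SD, cut at about 28% in these data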;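 also: cells challenged with S1P at its EC80 of 0.8 µM; blue over green emission ratio from cleaved BLA substrate after 4 h stimulation; 0% = S1P-stimulated wells and 100% = unstimulated DMSO-only wells; some compounds past the cut are filed as inactive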
STAT3 activator = IL-6 driven STAT3 reporter potentiators, primary screen, U3A cells, luciferase, luminescence, MLSCN library; IL-6 STAT3-luciferase reporter; 100% = signal with IL-6 EC80 alone; activation (% of control), % at 5.6 µM; hit rate 0.91% among 190,000; AID 871, 2007;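 active = activation above the screen-wide mean of compound activation plus 3 SD, cut at about 130% in these data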;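 also: 0% = background luminescence of wells with medium and substrate only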
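Material: human STAT1-deficient U3A cells with stable STAT3-luciferase reporter / Probe or stimulus: IL-6 stimulus at 33 ng/mL final / Schedule: 1 h compound pre-exposure, 6 h IL-6 stimulation, 37 °C / Technique: luminescence / Read-out basis: percent of IL-6-only median luminescence / Control set: IL-6-only high control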
PPARg SRC1 recr = PPARgamma agonists recruiting SRC-1 coactivator, primary screen, biochemical. hit rate 0.41% among 200,000. PPARgamma-SRC-1 coactivator recruitment biochemical assay. Peroxisome proliferator-activated receptor gamma (Homo sapiens), P37231. activation, % at 8 µM; in the data active = activation above about 19%;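 also: 0% = DMSO and 100% = reference agonist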
SRC2 TRFRET art = TR-FRET signal artefacts, primary screen, artefact control for PPARgamma SRC-2 agonist project, biochemical; TR-FRET artefact counter-screen; hits give high values; hit rate 0.4% among 200,000; TR-FRET ratio at 8 µM; AID 1049, 2008; in the data active = TR-FRET ratio above about 2000; also: inactives centre near 1500
RAM network inh = inhibitors of the yeast RAM network, primary screen, dse1pr::URA3 reporter, 5-FOA selection; S. cerevisiae dse1pr::URA3 reporter, 5-FOA growth OD615, 2 d; analog-sensitive cbk1-as2 kinase mutant strain; inhibition, % at 50 µM; hit rate 1.8% among 190,000;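 active = inhibition above a set limit, 3 SD over mean compound inhibition, cut at about 8.4% in these data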;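 also: 0% = DMSO-only wells with no growth and 100% = 10 µM 1-NA-PP1 full growth; inhibition rescues growth on 5-FOA so higher OD means more RAM inhibition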
PPARg SRC3 recr = PPARgamma agonists recruiting SRC-3 coactivator, primary screen, biochemical. Peroxisome proliferator-activated receptor gamma (Homo sapiens), P37231. biochemical PPARgamma/SRC-3 coactivator recruitment assay. activation, % at 8 µM. hit rate 0.26% among 200,000. AID 731, 2007; in the data active = activation above about 23%;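 also: 0% = DMSO and 100% = reference agonist; some compounds past the cut are filed as inactive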
The depositor's hits bear a star; . = not tested or not shown. Compounds as they come, and some 5.6% of all compounds hit somewhere here.

item	molecule	PPARg SRC-2 ag	STAT1 inh	STAT3 blocker	TLR4 MyD88 comp	ROMK primary	S1P3 antagonist	STAT3 activator	PPARg SRC1 recr	SRC2 TRFRET art	RAM network inh	PPARg SRC3 recr
1	CCOCC(=O)Nc1nc2c(s1)C(=O)CC(C)(C)C2	7	6	0	0	.	-29	104	-5	1797	1.7	16
2	CC(=NCCCn1ccnc1)c1c(C)[nH]n(-c2ccc([N+](=O)[O-])cc2)c1=O	9	-3	0	-9	-0.92	-11	101	13	1575	3.6	1
3	CC1(C)CC(=O)C(C=NCCN2CCN(C(=S)Nc3cccc(Cl)c3)CC2)=C(O)C1	11	7	6	4	.	.	95	5	1675	0.3	-7
4	CCCC(=O)NC(=S)c1c(C)n(C)n(-c2ccccc2)c1=O	-6	33	7	10	-1	-6	101	3	1302	2.7	1
5	CCOP(=O)(OCC)C(NCc1ccccc1)c1ccc(Br)cc1 (configuration not stated)	-3	7	-3	-11	0.28	.	102	-4	1544	0.3	-3
6	CCCn1c(SCC(=O)NC2CCCC(C)C2C)n[nH]c1=O (configuration not stated)	5	-5	8	8	0.17	.	98	7	1563	0.2	9
7	CC1(C)CC(CC(=O)NNc2nc(-c3ccccc3)cs2)C(=O)O1 (configuration not stated)	3	12	4	-2	0.59	-13	99	3	1537	-1.3	6
8	COc1ccccc1OCC(=O)Nc1ccc(O)cc1C(=O)O	-1	1	9	1	0.26	-2	99	-4	1520	3.1	-2
9	CC12CC3(C)CC(C)(C1)CC(C(=O)Nc1nn[nH]n1)(C2)C3	2	2	3	-1	0.081	.	102	-2	1318	0.9	-11
10	CC(C)NC(=S)N(C)C1(c2ccccc2Cl)CCCCC1=O (configuration not stated)	-3	0	-5	-11	-0.28	-6	102	5	1431	2.3	-1
11	COc1ccc(C(c2nnnn2CS(=O)(=O)c2ccc(C)cc2)N2CCN(Cc3ccccc3)CC2)cc1 (configuration not stated)	3	2	2	-16	.	.	100	-1	1661	.	5
12	O=C(CCC1CCCN(C(=O)Cn2cnnn2)C1)NCc1ccccc1F (configuration not stated)	4	2	8	0	0.26	0	104	-12	1386	-0.1	-4
13	COC(=O)COc1ccc2c(-c3ccc(OC)cc3)cc(=O)oc2c1	3	-6	0	-2	-0.034	.	106	5	1471	5.3	1
14	O=[N+]([O-])c1cc2c(cc1/C=N/Nc1nc(Nc3ccccc3)nc(N3CCCCC3)n1)OCO2	10	-9	7	0	.	.	96	1	1396	3.4	-3
15	CC(C)C(C(=O)NCc1ccco1)N(C(=O)CNS(=O)(=O)c1ccccc1)c1ccccc1 (configuration not stated)	-3	3	-6	6	-1.4	0	108	-4	1513	0.4	2
16	COc1cc(Cl)cc(C(=O)O)c1OCC(=O)O	-3	-2	0	-2	0.59	-9	105	1	1421	0.4	0
17	Cc1cc(S(=O)(=O)N2CCCC2)ccc1OCC(=O)N1CCOCC1	2	1	2	0	1.3	1	101	0	1450	3.1	-2
18	CCOC(=O)/C(C#N)=C1/C=Nc2ccccc2N1	4	-6	27	-2	0.47	-20	81	10	1716	-1.1	-12
19	O=C(O)c1ccoc1CN1CCCCC1	-6	-10	1	-8	1.7*	.	103	-5	1578	1.8	0
20	CCOC(=O)C(NC(=O)CCC(=O)Nc1ccc(S(N)(=O)=O)cc1)C(O)c1ccccc1 (configuration not stated)	5	-11	-4	1	.	-5	109	2	1614	0.2	-4
21	CC(C)n1c(SCc2ccc(Cl)cc2)nc2c1c(=O)[nH]c(=O)n2C	0	-1	-6	0	0.61	14	108	-1	1513	2.7	-6
22	CC1(C)Nc2ccccc2N(CCC(=O)N2CCOCC2)C1=O	-2	3	0	-5	.	11	105	-2	1486	0.7	-3
23	CCN(CC)S(=O)(=O)c1ccc(NC(=S)NC(=O)CC(C)C)cc1	-1	0	-8	-6	-0.036	-4	105	8	1544	2.2	3
24	c1cncc(CNc2cccc(-c3nc4ccccc4[nH]3)c2)c1	3	-28	-20	1	0.79	21	115	3	1601	1.4	-1

Single records, as listed above:
COC(=O)COc1ccc2c(-c3ccc(OC)cc3)cc(=O)oc2c1 as listed: PPARg SRC-2 ag = 3; STAT1 inh = -6; STAT3 blocker = 0; TLR4 MyD88 comp = -2; ROMK primary = -0.034; S1P3 antagonist = .; STAT3 activator = 106; PPARg SRC1 recr = 5; SRC2 TRFRET art = 1471; RAM network inh = 5.3; PPARg SRC3 recr = 1
CC(C)n1c(SCc2ccc(Cl)cc2)nc2c1c(=O)[nH]c(=O)n2C as listed: PPARg SRC-2 ag = 0; STAT1 inh = -1; STAT3 blocker = -6; TLR4 MyD88 comp = 0; ROMK primary = 0.61; S1P3 antagonist = 14; STAT3 activator = 108; PPARg SRC1 recr = -1; SRC2 TRFRET art = 1513; RAM network inh = 2.7; PPARg SRC3 recr = -6

(listing goes on)
item	molecule	PPARg SRC-2 ag	STAT1 inh	STAT3 blocker	TLR4 MyD88 comp	ROMK primary	S1P3 antagonist	STAT3 activator	PPARg SRC1 recr	SRC2 TRFRET art	RAM network inh	PPARg SRC3 recr
25	CC(=O)Nc1ccc(Oc2ccc([N+](=O)[O-])cc2Cl)cc1	6	-3	15	-1	0.23	-6	93	0	1799	2.7	3
26	CCOC(=O)c1cn(Cc2cccc(C)c2)nn1	5	3	6	-8	-0.2	-5	97	2	1409	-0.1	0
27	COC(=O)c1ccc(C(=O)OC)c(NC(=O)CSCc2ccc(Br)cc2)c1	6	1	4	-2	0.0037	.	103	1	1533	11*	0
28	CC(C)CC(C(=O)NCC1CCCO1)N(C(=O)Cn1nnc(-c2ccc(F)cc2)n1)c1cccc(C(F)(F)F)c1 (configuration not stated)	3	-4	8	16	.	.	102	-6	1703	-0.6	-1
29	O=C1NC(=O)/C(=C\c2ccc(Oc3ccc([N+](=O)[O-])cn3)cc2)S1	1	-21	-24	11	-1	3	118	2	1471	4.1	-2
30	CCNC(=S)NNC(=O)C1CCN(Cc2ccccc2)CC1	9	10	0	9	1.7	-12	105	2	1628	1.4	4
31	Cc1ccc(C)c2nc3sc(C(=O)N4CCOCC4)c(N)c3cc12	10	-49	-1	-1	.	-19	103	15	1843	-0.1	9
32	COc1ccc(NC(=S)N2CCN(c3ccccn3)CC2)cc1OC	-4	-7	-3	6	.	4	102	0	1531	0.1	-2
33	O=C(OCc1ccccc1Cl)c1cccnc1Cl	1	-3	11	-10	-2.7	.	90	2	1454	1.7	0
34	O=C(NCCCN1CCOCC1)c1ccc(Cl)cc1[N+](=O)[O-]	-8	-9	2	-16	0.014	3	102	-4	1317	0.2	7
35	O=C(Nc1ccc(Cl)cn1)c1cccnc1	5	-6	24	-10	1.3	-30	82	0	1509	0.8	13
36	CC(=O)c1cccc(NC(=O)C2C(c3ccccc3)C2(Cl)Cl)c1 (configuration not stated)	-1	9	-4	0	.	-7	107	5	1699	6.4	2
37	COC(=O)c1ccccc1OCc1cccc(C)n1	3	1	6	0	-0.11	.	98	-1	1456	0.7	-8
38	O=Cc1cccn1-c1c(C(=O)O)cnn1-c1ccccc1	-1	-6	3	0	-0.17	4	98	2	1525	-0.9	-8
39	CCC(C)(C)C(=O)Nc1ccc(C(N)=O)cc1	-1	-4	6	9	0.78	.	100	2	1342	0.8	-3
40	CN(Cc1cnccn1)Cc1nc(Cc2cccc(F)c2)no1	7	7	11	-22	0.31	-6	95	8	1701	1.8	2
41	CCCCOc1ccc(OCCCN2CCOCC2)cc1	10	4	-7	-11	.	-15	108	9	1737	-0.1	1
42	O=C(COC(=O)Cn1cnc2ccccc2c1=O)Nc1ccc(Cl)c(C(F)(F)F)c1	2	4	-8	-7	0.88	-7	105	0	1484	2.8	-2
43	CC(C)C(=O)Nc1cccc(C(=O)Nc2nnc(C(C)C)s2)c1	2	-54	-4	9	.	.	106	-6	1502	1.7	-13
44	Cc1ccc(C(=O)OCC(=O)c2ccc[nH]2)s1	-1	-25	15	11	0.42	-17	94	-6	1546	0.7	2
45	CN(C)CCNS(=O)(=O)c1ccc(N2CCN(c3ccc(F)cc3)CC2)c([N+](=O)[O-])c1	-4	8	3	3	-4*	2	97	0	1395	-0.4	2
46	CN(C)S(=O)(=O)c1cc(C(=O)O)c(NC2CCCCC2)cc1Cl	12	-1	3	-12	-0.11	.	98	5	1594	2.6	8
47	CCOC(=O)N1CCN(C(=O)CSCc2ccc(Br)cc2)CC1	11	4	10	-10	.	6	97	4	1768	2.1	5
48	CCCCc1c(C)nn(-c2nnc3c4ccccc4n(CC)c3n2)c1C	6	-2	16	9	0.19	25	88	4	1577	0.3	1
49	Cc1ccc(S(=O)(=O)N(CC(=O)N2CCOCC2)C2CCCCC2)cc1	5	10	8	1	.	.	93	5	1512	0.6	0
50	Cc1ccc([N+](=O)[O-])cc1-c1[nH]c(-c2ccc(O)c(O)c2)nc1-c1ccccc1	4	-1	-3	-6	1.5	.	109	0	1470	0.0	3
51	CC(=O)c1ccc(S(=O)(=O)N2CCN(C(C)=O)CC2)cc1	8	-1	-11	-13	0.12	-16	109	11	1677	0.0	5
52	CS(=O)(=O)N(CC(=O)O)c1cccc(Cl)c1	-3	0	0	2	.	-18	104	1	1579	1.8	0
53	CCC1(c2ccc(F)cc2)NC(=O)N(CC(=O)Nc2cc(S(=O)(=O)N(C)C)ccc2Cl)C1=O (configuration not stated)	0	14	1	-1	0.38	-16	101	10	1704	0.1	0

Reprinted at random: four compounds from above, in no set order.
item	molecule	PPARg SRC-2 ag	STAT1 inh	STAT3 blocker	TLR4 MyD88 comp	ROMK primary	S1P3 antagonist	STAT3 activator	PPARg SRC1 recr	SRC2 TRFRET art	RAM network inh	PPARg SRC3 recr
51	CC(=O)c1ccc(S(=O)(=O)N2CCN(C(C)=O)CC2)cc1	8	-1	-11	-13	0.12	-16	109	11	1677	0.0	5
49	Cc1ccc(S(=O)(=O)N(CC(=O)N2CCOCC2)C2CCCCC2)cc1	5	10	8	1	.	.	93	5	1512	0.6	0
52	CS(=O)(=O)N(CC(=O)O)c1cccc(Cl)c1	-3	0	0	2	.	-18	104	1	1579	1.8	0
53	CCC1(c2ccc(F)cc2)NC(=O)N(CC(=O)Nc2cc(S(=O)(=O)N(C)C)ccc2Cl)C1=O (configuration not stated)	0	14	1	-1	0.38	-16	101	10	1704	0.1	0
